# Compound activity (PubChem BioAssay)
# GPR55 antagonists – GPR55 antagonists blocking LPI-driven arrestin recruitment, primary screen, imaging, U2OS, beta-arrestin-GFP, LPI agonist (AID 2013); U2OS GPR55 beta-arrestin-GFP translocation imaging, LPI antagonism; higher % means a stronger effect; inhibition, % at 10 µM, or IC50 in µM where a hit was titrated; 290,000 compounds, 0.13% hits;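 active = spots per cell inhibited over 60%, with over 100 cells counted and total cytoplasm intensity under 500,000; inconclusive = wells with under 100 cells, flagged as likely toxic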;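 note: U2OS cells stably carrying GPR55 and arrestin-GFP stimulated by 5 µM LPI near EC80; imaged beta-arrestin-GFP aggregate spots per cell after agonist stimulation; plate controls were LPI-stimulated DMSO wells for no effect and DMSO wells without LPI for full effect; some results filed as inactive read as strong as hits; confirmed hits need IC50 under 10 µM and bright autofluorescent wells are also inconclusive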
# Myeloid diff 2 – myeloid differentiation induction; ER-HoxA9 myeloid progenitors, lysozyme-GFP differentiation, flow cytometry; 360,000 compounds, 1% hits; AID 624256; calls only at 10 µM;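 active = normalized GFP-positive differentiation at or above the plate's own cutoff, the solvent-only control mean plus 3 SD; inconclusive = no clear call, values can overlap the other calls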;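 note: cells exposed to compound for four days before flow analysis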
# GPR55 activation – selective activators of receptor GPR55 – imaging, U2OS cells, beta-arrestin-GFP redistribution, primary screen (AID 1961). U2OS GPR55 beta-arrestin-GFP redistribution imaging; higher % means a stronger effect. one-dose activation, % at 10 µM; EC50 in µM for titrated hits. 290,000 compounds, 0.048% hits;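 active = activation above 40% with more than 50 cells counted in the well; inconclusive = wells holding fewer than 50 cells, flagged as toxic or sparse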;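 note: U2OS osteosarcoma cells stably expressing GPR55 and beta-arrestin-GFP; plate controls were DMSO negative control for no effect and LPI positive control for full effect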
# GPR35 arrestin U2OS – GPR35 antagonists blocking zaprinast-driven arrestin recruitment, primary screen, imaging, U2OS, beta-arrestin-GFP, zaprinast agonist (AID 2058); 290,000 compounds, 0.052% hits; inhibition, % at 10 µM; hits with a dose series show IC50 in µM; U2OS GPR35 beta-arrestin-GFP translocation imaging, zaprinast antagonism; higher % means a stronger effect;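 active = inhibition of at least 50% with at least 30 cells and total cytoplasm GFP at most 10,000,000; inconclusive = under 30 cells or total GFP of 10,000,000 plus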
# KOR beta-arrestin-1 – KOR antagonists, beta-arrestin recruitment, cell-based, luminescence, uHTS (AID 1778) | 290,000 compounds, 0.091% hits | inhibition, % at 10 µM; hits with a dose series show IC50 in µM | KOR beta-arrestin recruitment, luminescence, antagonist mode; higher % means a stronger effect; note: strong numbers were not always called active
# HIV peptide binding – inhibitors of HIV fusion peptide binding, primary screen, biochemical, uHTS, fluorescence dequenching (AID 1986); 290,000 compounds, 0.3% hits; inhibition, % at 20 µM; hits with a dose series show IC50 in µM; cell-free peptide binding, fluorescence dequenching, 30 min; higher % means a stronger effect; in the data active = inhibition mostly above about 52%, no sharp cut-off; inactive = mostly below about 76%; note: some results filed as inactive read as strong as hits
# NOD2 inhibition – NOD2 signaling inhibitors, cell-based, luminescence, uHTS, HEK293 (AID 1566) | HEK293 NOD2/NF-kB luciferase reporter, luminescence; higher % means a stronger effect | inhibition, % at 4 µM; hits with a dose series show EC50 in µM | 290,000 compounds, 0.63% hits; note: many of its hits are not listed in these tables
# NOD1 NF-kB reporter – inhibition of NOD1-driven NF-kB reporter – cell-based, luminescence, uHTS, primary screen (AID 1578). NOD1-driven NF-kB luciferase reporter cells, luminescence; higher % means a stronger effect. one-dose inhibition, % at 4 µM; EC50 in µM for titrated hits. 290,000 compounds, 1% hits; in the data active = inhibition mostly above about 36%, no sharp cut-off; inactive = mostly below about 34%;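 note: HEK-293T reporter cells stimulated with the NOD1 agonist gamma-tri-DAP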
# KOR beta-arrestin-2 – KOR agonists, beta-arrestin recruitment, primary screen, cell-based, luminescence, uHTS (AID 1777). activation, % at 10 µM; hits with a dose series show EC50 in µM. KOR beta-arrestin recruitment, luminescence; higher % means a stronger effect. 280,000 compounds, 0.02% hits; in the data active = activation above about 50%, passing the limit was not always enough; note: a part of the inactive calls stands beside numbers as strong as those of hits
# Myeloid diff 2 GFP+ MAC1+ % – recorded beside Myeloid diff 2, whose call it bears; GFP+ MAC1+ double positive, %; measured here: differentiation confirmed by MAC1 staining
# Starred values were filed as active, the others as inactive; i = inactive; ? = inconclusive; nt = not tested or not shown; [ ] = another dose, or the depositor's remark. Cut-off read from the data, not from the text of the source, unless noted: active = inhibition above about 50%; inactive = the rest. This is a subset. The share of hits here may be higher or lower than overall.
SMILES,GPR55 antagonists,Myeloid diff 2,Myeloid diff 2 GFP+ MAC1+ %,GPR55 activation,GPR35 arrestin U2OS,KOR beta-arrestin-1,HIV peptide binding,NOD2 inhibition,NOD1 NF-kB reporter,KOR beta-arrestin-2
O=C(CC1NC2CCCCC2NC1=O)Nc1cccc(C(F)(F)F)c1 (stereo unspecified),-4%,i,1.7,0.2%,-15%,-30%,0.6%,19%,-10%,2.3%
CC(=O)CSc1ncnc2c1cnn2-c1ccccc1,6%,i,0.9,0.0%,-7%,-10%,-1.4%,-147%,-62%,-1.6%
COCCN(C(=O)C1CC1)c1nnc(-c2ccc(C)cc2)s1,8%,i,0.7,0.4%,11%,9%,0.8%,10%,-6%,1.2%
Cc1nc(N2N=C3/C(=C/c4ccc(F)cc4)CCCC3C2c2ccc(F)cc2)sc1C(=O)N(C)C (stereo unspecified),18%,i,4.8,0.2%,-3%,-20%,2.2%,-19%,-7%,-0.2%
CCCCCCn1c(=O)c(C(=O)N/N=C/c2cccc(F)c2)c(O)c2ccccc21,-16%,?,nt,0.1%,-7%,-4%,0.6%,34%,30%,4.7%
O=C(NCc1ccncc1)C(=O)Nc1nc(C23CC4CC(CC(C4)C2)C3)cs1,0%,i,0.4,-0.3%,-22%,9%,-0.2%,7%,-11%,2.7%
Cc1ccc(C(=O)COc2ccc3c(C)cc(=O)oc3c2)cc1,16%,i,0.2,0.2%,-11%,12%,-1.2%,12%,-8%,-1.8%
Cc1ccc(C)n1NC(=O)c1ccco1,11%,i,1.0,0.1%,-8%,-1%,0.9%,11%,-8%,-2.9%
O=C(/C=C/Nc1ccccc1Br)c1ccccn1,-13%,i,1.7,-0.2%,4%,-23%,-1.1%,60%*,84%*,4.7%
CCSc1cc(C2C(C(=O)OC)=C(C)NC3=C2C(=O)CCC3)c(C)o1 (stereo unspecified),-5%,i,0.8,0.2%,-8%,-34%,-1.3%,-1%,-24%,-10%
CCN1C=C(C(=O)OC)C(c2cccc(OC)c2OC)C(C(=O)OC)=C1,-5%,i,0.5,-0.4%,4%,-36%,-0.5%,0%,5%,4.8%
CNC(=O)NC1CCCc2ccccc21 (stereo unspecified),5%,i,0.6,-0.3%,4%,3%,-1.3%,-1%,-8%,4.3%
O=C1NC(=Nc2cccc(O)c2)S/C1=C\c1cccc([N+](=O)[O-])c1,10%,i,0.4,-0.1%,-9%,-25%,-0.2%,4%,4%,1.0%
O=c1oc2cc(OCc3ccc(F)cc3F)ccc2cc1-c1ccccn1,8%,i,1.0,-0.4%,-2%,8%,-2.2%,-14%,-43%,-2.7%
Cc1ccc2c(c1)N(CC(=O)N1CCCc3ccccc31)C(=O)CO2,0%,i,5.2,-0.3%,2%,17%,1.2%,12%,4%,-2.6%
O=C(c1ccc(S(=O)(=O)NCc2ccco2)cc1)N1CCN(Cc2ccc3c(c2)OCO3)CC1,-21%,i,0.6,0.7%,-15%,11%,-1.5%,15%,-15%,-2.5%
COc1cc2c(cc1OC)CN(CC(=O)Nc1ccc(F)cc1)CC2,-5%,i,1.0,-0.1%,-8%,20%,1.6%,-12%,-2%,2.4%
CCOC(=O)CSc1nnc(-c2ccc(S(=O)(=O)N3CCOCC3)cc2)n1-c1ccccc1,6%,i,0.3,0.3%,9%,11%,-1.2%,-8%,-35%,-1.2%
Cc1ccc(O)c(Nc2ncnc3ccccc23)c1,13%,i,0.1,-0.1%,13%,-45%[20 µM],-1.6%,12%,15%,-0.5%
Cc1ccc(NC(=O)N2CCSc3ccccc32)cc1,11%,i,2.5,0.6%,10%,9%,-2.7%,1%,-30%,-7.6%
CC(=O)Nc1ccc(NC(=O)C(C)OC(=O)CNS(=O)(=O)c2cccc(Cl)c2)cc1 (stereo unspecified),7%,i,0.5,0.6%,-8%,18%,-2.2%,-1%,-22%,-3.6%
C=CCCN(Cc1ccccc1)S(=O)(=O)c1ccccc1Br,13%,i,1.0,0.0%,-5%,4%,2.3%,13%,-6%,6.9%
CCOC(=O)c1[nH]c2ccc(OCC)cc2c1NC(=O)CN1CCCC(C)C1 (stereo unspecified),9%,i,0.8,0.5%,13%,24%,3.1%,-11%,17%,3.5%
Cc1cccc(-c2cnn(-c3ccccc3)c2N)c1,3%,i,0.9,0.4%,-7%,-20%,-1.5%,-54%,-4%,-3.0%
COc1cc(NC(=O)CCCC(=O)OCC(F)(F)C(F)F)nc(OC)n1,-13%,i,1.3,-0.2%,-4%,-16%,-4.6%,-3%,11%,-2.6%
O=C(NCc1ccccn1)c1cc(-c2ccccc2)on1,-2%,i,8.3,-0.1%,4%,6%,-0.6%,-22%,-37%,0.9%
O=C(NC1CCS(=O)(=O)C1)c1cccc(S(=O)(=O)N2CCCCC2)c1 (stereo unspecified),6%,i,0.7,-0.1%,11%,46%,0.4%,4%,-17%,-2.5%
O=C(CSc1nnc(-c2ccccc2)n1-c1ccc(Cl)cc1)N/N=C/c1ccccc1C(=O)O,1%,i,0.4,-0.2%,-5%,-59%,1.0%,15%,6%,6.0%
CCOC(=O)c1[nH]c(C)c(C(=O)N2CCN(c3ccccc3OC)CC2)c1C,8%,i,0.2,-0.6%,-6%,-19%,0.8%,12%,-29%,1.2%
Cc1cc(C(C)(C)C)cc(C)c1COC(=O)C1CCC(=O)N1 (stereo unspecified),-4%,i,1.6,0.3%,18%,-28%,0.5%,9%,-12%,-1.8%
CC(C(=O)NC1CCCCC1)N(Cc1ccc(F)cc1)C(=O)c1snc(C(N)=O)c1N (stereo unspecified),7%,i,1.5,0.5%,3%,19%,0.8%,4%,-7%,-2.8%
Cc1ccc(CNC(=O)COC(=O)c2cnccn2)cc1,21%,i,5.9,-0.3%,0%,-4%,-0.3%,7%,nt,-0.3%
CC(=O)N1CCc2cc(Br)cc(S(=O)(=O)N3CCN(c4ccccn4)CC3)c21,4%,i,1.4,0.3%,10%,11%,-1.4%,10%,8%,-5.1%
Cc1cc(/C=N/n2c(COc3ccccc3C)nc3ccccc3c2=O)c(O)c([N+](=O)[O-])c1,7%,?,nt,-0.1%,-5%,-2%,16%,3%,15%,-3.6%
CN(CC(=O)Nc1ccccc1F)CC(=O)Nc1ccc(F)c(F)c1F,6%,i,0.4,0.7%,-1%,17%,0.4%,12%,-33%,-2.8%
CCOC(=O)CNC(=O)CNC(=O)c1ccc(OC)cc1,6%,i,0.9,0.2%,-3%,4%,0.4%,1%,-8%,4.6%
N#Cc1ccc(NC(=O)COC(=O)CCc2nc3ccccc3c(=O)[nH]2)cc1,-2%,i,2.6,0.5%,1%,24%,0.9%,26%,-1%,0.4%
Cc1cc(Nc2ccc(N3CCC(C)CC3)cc2)n2ncnc2n1,14%,i,4.4,-0.1%,-10%,15%,-2.9%,12%,nt,2.4%
COc1ccc(CNC(=O)C2CC(c3ccc(OC)cc3)=NO2)cc1 (stereo unspecified),-13%,i,5.8,-0.1%,-5%,-92%,1.0%,-50%,-38%,5.7%
CCOC(=O)C(NC(=O)c1ccccc1F)(Nc1cc(C)on1)C(F)(F)F (stereo unspecified),-8%,i,0.8,0.1%,-2%,2%,0.2%,-14%,-29%,-2.2%
Cc1c(Cc2ccccc2)c(=O)oc2c(C)c(OCC(=O)NCc3ccccn3)ccc12,5%,i,1.3,-0.1%,-8%,-32%,0.6%,7%,-22%,2.4%
CCN1C(=O)C(CC(=O)Nc2ccc(OC)cc2)N(Cc2ccco2)C1=S (stereo unspecified),-10%,i,0.8,-0.4%,-15%,-28%,3.6%,-2%,39%,2.0%
CCCCCn1c(=O)[nH]c2cc(C(=O)NCCN3CCCCC3C)ccc2c1=O (stereo unspecified),9%,i,0.3,-0.1%,16%,-10%,0.7%,9%,-12%,1.1%
CC(C)c1ccc(NC(=O)c2ccccc2NC(=O)C2CC=CCC2C(=O)O)cc1 (stereo unspecified),8%,i,1.4,-0.1%,-18%,2%,3.3%,-10%,-38%,-0.4%
CC(=O)c1cc(-c2ccc(F)cc2)n(CCC(=O)Nc2cccc(C)n2)c1C,18%,i,0.2,-0.6%,-20%,-16%,-3.9%,-14%,12%,-0.9%
CC(C)Oc1cccc(C(=O)C2CCCN(C(=O)c3ccoc3)C2)c1 (stereo unspecified),9%,i,0.2,-0.1%,-1%,-15%[20 µM],-1.2%,-1%,-25%,nt
CCOC(=O)/C(C#N)=C/c1ccc(OC(=O)c2ccccn2)cc1,3%,?,nt,-0.2%,-8%,4%,10%,2%,-24%,-3.7%
COc1ccc(N2C(=O)c3ccccc3NC2c2ccccc2O)cc1 (stereo unspecified),4%,i,1.2,0.2%,-11%,16%,-1.0%,-87%,-5%,1.6%
COc1cccc(CNS(=O)(=O)c2ccc(N3CCCC3=O)cc2)c1,0%,?,nt,-0.1%,5%,-13%,0.6%,22%,-2%,5.0%
NC(=O)CC(NC(=O)Cc1cccc2ccccc12)c1ccc(N2CCN(c3ccc(F)cc3)CC2)c([N+](=O)[O-])c1 (stereo unspecified),-9%,i,1.0,0.8%,13%,40%,-2.2%,-20%,6%,-2.5%
O=C(CCC(=O)c1cccs1)NCc1ccccc1,4%,i,0.9,-0.3%,-5%,-30%,1.5%,7%,20%,2.4%
COc1ccc(C(=O)NC(=S)NNC(=O)c2ccc(NC(=O)C(C)C)cc2)cc1,9%,i,0.6,0.1%,8%,18%,7.7%,26%,-2%,-1.6%
Cc1cccc(C(=O)OCC(=O)NCCCc2ccccc2)c1,-2%,i,0.3,0.4%,2%,13%,-0.9%,-4%,-30%,-6.7%
CC(=O)OCC(=O)NCC(=O)c1c[nH]c2ccccc12,-10%,i,2.2,-0.1%,-9%,26%,1.6%,18%,-6%,-0.6%
CC(C)CCNC(=O)C1CCN(S(=O)(=O)c2ccc3nc4c(c(C(=O)O)c3c2)CCCCC4)CC1,18%,i,1.7,-0.1%,6%,-9%,-0.5%,5%,-12%,4.9%

# Structures listed so far containing bromine (three):
SMILES,GPR55 antagonists,Myeloid diff 2,Myeloid diff 2 GFP+ MAC1+ %,GPR55 activation,GPR35 arrestin U2OS,KOR beta-arrestin-1,HIV peptide binding,NOD2 inhibition,NOD1 NF-kB reporter,KOR beta-arrestin-2
O=C(/C=C/Nc1ccccc1Br)c1ccccn1,-13%,i,1.7,-0.2%,4%,-23%,-1.1%,60%*,84%*,4.7%
C=CCCN(Cc1ccccc1)S(=O)(=O)c1ccccc1Br,13%,i,1.0,0.0%,-5%,4%,2.3%,13%,-6%,6.9%
CC(=O)N1CCc2cc(Br)cc(S(=O)(=O)N3CCN(c4ccccn4)CC3)c21,4%,i,1.4,0.3%,10%,11%,-1.4%,10%,8%,-5.1%
